# ASAP1 inh: blocks human ASAP1-stimulated Arf1 GTP hydrolysis. Q9ULH1. GDP FP detection. inhibition, % at 16.5 µM. hit rate 0.19% among 360,000; in the data active means inhibition above about 25%;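 further: 0% = vehicle with enzyme and substrate and 100% = no enzyme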
# ADAM10 inh: inhibitors of human ADAM10. O14672. AID 720582. recombinant ADAM10, EDANS/DABCYL FRET peptide cleavage, 3 h. inhibition, % at 7 µM. hit rate 0.62% among 370,000;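 active means inhibition above a per-campaign cutoff equal to the mean of compounds falling between control-based bounds plus 3 SD, cut at about 20% in these data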;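 further: 0% = DMSO wells while the 100% control is not disclosed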
# ADAM17 inh: inhibits human ADAM17; P78536; recombinant ADAM17, EDANS/DABCYL FRET peptide cleavage; inhibition, % at 6.95 µM; hit rate 0.83% among 370,000;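 active means inhibition above the mean of compounds lying between control limits plus 3 SD, set per campaign, cut at about 8.5% in these data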;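 further: 0% = DMSO-only wells as the low control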
# Target sequence (P78536 215-824 limits assumed): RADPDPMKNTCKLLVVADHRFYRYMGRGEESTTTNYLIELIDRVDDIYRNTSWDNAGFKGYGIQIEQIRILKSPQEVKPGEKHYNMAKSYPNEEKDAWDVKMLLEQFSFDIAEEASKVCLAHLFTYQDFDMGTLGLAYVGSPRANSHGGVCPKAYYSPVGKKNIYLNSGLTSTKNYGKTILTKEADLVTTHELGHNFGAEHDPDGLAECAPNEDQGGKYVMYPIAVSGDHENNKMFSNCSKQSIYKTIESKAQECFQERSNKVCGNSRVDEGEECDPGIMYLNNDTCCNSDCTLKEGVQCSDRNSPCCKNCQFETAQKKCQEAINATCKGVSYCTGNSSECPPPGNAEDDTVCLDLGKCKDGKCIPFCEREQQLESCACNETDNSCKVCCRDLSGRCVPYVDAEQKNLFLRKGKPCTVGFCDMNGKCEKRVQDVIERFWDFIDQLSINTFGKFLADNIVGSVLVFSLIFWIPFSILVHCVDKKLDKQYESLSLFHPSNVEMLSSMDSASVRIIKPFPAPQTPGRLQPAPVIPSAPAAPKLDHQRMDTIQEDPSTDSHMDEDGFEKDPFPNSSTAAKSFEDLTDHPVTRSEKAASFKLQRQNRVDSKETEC
# ARFGAP1 inh: inhibits rat ARF GTPase activating protein 1 | inhibition, % at 16.5 µM | AID 651572 | Arfgap1-stimulated ARF1 GTP hydrolysis, GDP FP detection | hit rate 0.26% among 360,000 | Q62848;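 active means inhibition above a per-plate limit, mean inhibition of low control wells plus 3 SD, cut at about 25% in these data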;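 further: 0% = DMSO wells with enzyme and 100% = wells lacking Arfgap1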
# Target sequence (Q62848 1-136 limits assumed): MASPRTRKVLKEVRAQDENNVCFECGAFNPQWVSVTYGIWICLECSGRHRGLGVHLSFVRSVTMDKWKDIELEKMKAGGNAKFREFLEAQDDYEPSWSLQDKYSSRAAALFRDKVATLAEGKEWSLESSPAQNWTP
#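 Material: rat Arfgap1 catalytic domain, aa 1-136; also added: human ARF1(Δ1-17)-GTP substrate; compound dosing: one concentration, 16.5 µM, DMSO 1.26%; incubation: GTP hydrolysis reaction 2 h at 25 °C; measured by: Tracer-displacement fluorescence polarization with EDTA stop, 620/688 nm; evaluation: % inhibition from polarization; repeats: one replicate per compound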
# DDE Tn6 FP inh: disrupts Tn6 cyclic peptide binding to fibrin D-Dimer-E complex | P02675 | Fibrin DD(E) TRITC-Tn6 fluorescence polarization displacement | inhibition, % at 8.3 µM | hit rate 0.21% among 370,000 | AID 720509;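 active means inhibition above a per-campaign cutoff: mean of compounds within control limits plus 3 SD, cut at about 15% in these data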;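 further: 0% = median of all compound wells on the plate and 100% = blocking peptide control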
# TDP2 absorb: blocks human TDP2 phosphodiesterase activity; recombinant TDP2, T5PNP hydrolysis, p-nitrophenol absorbance 415 nm; inhibition, % at 12.8 µM; AID 720702; O95551; hit rate 0.34% among 370,000;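 active means inhibition above the mean of all tested compounds plus 3 SD, set per campaign, cut at about 25% in these data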;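 further: 0% = DMSO with enzyme and 100% = buffer with substrate but no TDP2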
# Target sequence (O95551 whole entry, looked up): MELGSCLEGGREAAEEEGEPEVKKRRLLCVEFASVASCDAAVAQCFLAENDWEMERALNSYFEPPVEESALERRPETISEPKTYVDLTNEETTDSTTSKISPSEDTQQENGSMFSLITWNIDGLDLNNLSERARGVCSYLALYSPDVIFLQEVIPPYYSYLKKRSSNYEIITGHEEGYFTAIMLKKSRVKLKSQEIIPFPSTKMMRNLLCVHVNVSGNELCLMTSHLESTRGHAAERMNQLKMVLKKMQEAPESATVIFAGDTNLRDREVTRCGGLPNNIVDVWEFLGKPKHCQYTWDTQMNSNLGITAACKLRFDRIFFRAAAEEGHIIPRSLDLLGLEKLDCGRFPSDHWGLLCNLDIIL
#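 Incubation: 2 h at 37 °C; Test system: recombinant human TDP2; Quantity: enzyme 120 nM; Read-out basis: percent inhibition; Medium: 50 mM Tris-HCl pH 7.5 with Mg2+, KCl, DTT, BSA; Repeats: single replicate; Compound: 12.8 µM single point, 1% DMSO; Signal: epi absorbance; Reagent: 5 mM T5PNP chromogenic substrate; Benchmarks: no-enzyme high, DMSO-plus-enzyme low.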
# KLK7 zymogen act: activators of human kallikrein-7 zymogen; AID 652039; hit rate 0.9% among 370,000; activation, % at 7 µM; P49862; purified proKLK7, EDANS-DABCYL substrate fluorescence; 100% is mature enzyme control, 0% vehicle;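 active means activation above the mean of all tested compounds plus 3 SD, computed per campaign excluding outliers beyond control limits, cut at about 13% in these data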
# LEDGF integ inh: blocks HIV-1 LEDGF/p75-dependent DNA integration; TR-FRET IN-LEDGF/p75 DNA integration, Eu/Cy5; inhibition, % at 3.7 µM; hit rate 0.64% among 370,000;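 active means inhibition above the screen-wide mean plus 3 SD, cut at about 13% in these data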;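 further: signal is the Cy5 over europium emission ratio at 671 and 618 nm; 0% = plate median of compound wells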
# PLCg1 inh: blocks human PLC-gamma1 enzyme activity | P19174 | purified PLC-gamma1, fluorogenic substrate, fluorescence | inhibition, % at 12.2 µM | hit rate 0.84% among 370,000; in the data active means inhibition above about 9.5%
# Tn7 DDE FP: DD(E)-Tn7 binding inhibition, primary FP screen; P02675; FP displacement of FITC-Tn7 peptide from fibrin DD(E); 0% = median of compound wells per plate; inhibition, % at 8.3 µM; hit rate 0.13% among 370,000; AID 720508;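 active means inhibition above the mean of compounds falling within the control limits plus 3 SD of them, cut at about 14% in these data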;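 further: 0% = plate median of compound wells and 100% = 10 µM Aha-Tn7 peptide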
#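 Test system – human fibrin DD(E) · Times – 10 min preincubation, 3 h with tracer, room temperature · Detection – fluorescence polarization of the labelled Tn7 tracer · Measure – percent inhibition normalized to high-control wells · Benchmarks – high control wells with 10 µM unlabelled Aha-Tn7 peptide (full inhibition) · Repeats – singlicate testing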
# * marks the source's active call; other numbers are inactive results.
# Screens in order – KLK7 zymogen act	LEDGF integ inh	TDP2 absorb	PLCg1 inh	ADAM10 inh	ASAP1 inh	DDE Tn6 FP inh	Tn7 DDE FP	ADAM17 inh	ARFGAP1 inh
CN(C)C(=O)Nc1ccccc1CC[N+](=O)[O-]
→ -0.1	1	-3	0	1	5	-2	8	0	7
O=C(CN1CCN(Cc2cccc(Cl)c2)C1=O)NCC1CCCO1 (configuration not stated)
→ 0.0	-1	-9	5	-24	9	-5	-3	-4	9
O=C(NCc1ccco1)c1cc(Cl)nc(Cl)c1
→ 0.0	2	-12	0	-1	-5	-1	-3	-2	2
CCN1/C(=C/c2cc[n+](C)cc2)C=Cc2cc(C)ccc21
→ 0.5	0	9	-1	-33	17	-6	-6	-8	8
Cc1ccc(CN(CC(=O)NCCc2ccccc2)C(=O)c2csnn2)cc1
→ -0.1	-1	9	-1	1	-3	2	6	-2	10
COc1ccc(N(CC(=O)N/N=C/c2ccc(F)cc2)S(=O)(=O)c2ccccc2)cc1
→ -0.2	1	1	2	7	-12	2	-1	-1	-3
COC(=O)CNC(=O)c1ccc(=O)oc1
→ 1.6	0	-3	-10	-68	0	-12	-5	-29	-1
O=C(NC(Cc1c[nH]c2ccccc12)C(=O)N/N=C/c1cccnc1)c1cccs1 (configuration not stated)
→ 0.2	2	-1	5	9	16	-6	3	1	-7
CS(=O)(=O)N1CCN(c2ccccc2NC(=O)c2cccc3ccccc23)CC1
→ 0.8	2	-11	-2	-3	-9	-1	4	-3	-13
Cc1ccc2c(CN3CCN(S(=O)(=O)c4ccc(Cl)cc4)CC3)cc(=O)oc2c1C
→ 0.6	-5	0	2	0	6	0	-2	-1	-3
Cc1ccc(S(=O)(=O)N2CCC(C(=O)OCC(=O)NC(C)c3ccc(F)cc3)CC2)cc1C (configuration not stated)
→ -0.1	-1	3	-1	4	-2	0	-1	2	13
COc1ccc(NC(=O)NCCCCc2ccccc2)cc1
→ -0.3	0	2	-4	4	-8	-5	1	3	20
COc1ccc(C)cc1S(=O)(=O)N(CC(=O)N1CCCC1)c1ccccc1
→ 0.0	0	8	-1	0	-4	-2	2	-1	-8
COc1ccc(OCCOc2ccc(S(=O)(=O)N3CCCC3)cc2C(N)=O)cc1
→ -0.3	5	-1	0	5	9	-1	-3	-2	-2
CC(C)CC(=O)Nc1cccc2c1C(=O)N(c1ccccc1)C2=O
→ -1.0	0	6	-1	-1	1	-7	-2	-4	8
O=C(NCc1ccco1)C1CN(S(=O)(=O)c2ccccc2)CCN1S(=O)(=O)c1ccccc1 (configuration not stated)
→ 0.1	1	5	3	3	1	8	7	0	13
O=S(=O)(Nc1cccc(S(=O)(=O)N2CCCCC2)c1)c1ccc(Cl)s1
→ -0.2	0	6	1	1	-5	1	-5	3	6
Cn1c(N)c(C(=O)COC(=O)/C=C/c2cccc(C(F)(F)F)c2)c(=O)n(C)c1=O
→ -0.4	-1	-6	-2	4	2	10	9	-3	2
C=CC[C@@H](CC(=O)N[C@H](CO)Cc1ccccc1)C(=O)NC[C@@H](OC(=O)[C@@H](CC=C)Cc1ccc(F)cc1)c1ccccc1
→ -0.1	-2	0	3	3	3	-7	-2	1	10
CCNc1nc(NC(C)C)nc(N(C#N)CC(=O)OC)n1
→ 0.6	18*	3	3	3	-11	3	3	-1	5
CCN1CCOC(CC(=O)Nc2ccc([N+](=O)[O-])cc2)C1=O (configuration not stated)
→ 0.0	-3	-5	1	-4	-5	-4	1	0	9
COc1ccccc1C(=O)N1CCN(C(=O)[C@@H](Cc2ccccc2)NC(=O)[C@H]2O[C@@H](n3ccc(N)nc3=O)[C@H](O)[C@@H]2O)CC1
→ 0.1	-1	2	-3	-8	-3	7	2	-3	-12
COC(=O)c1ccccc1NC(=O)CSc1nnc(-c2cccc(NC(C)=O)c2)n1C
→ 0.3	-3	-5	3	1	-3	1	1	-1	-8
CN(C)N1C(N)=C(C#N)C(c2cccnc2)C2=C1CCCC2=O (configuration not stated)
→ -0.5	-1	3	-6	0	-10	6	5	2	3
CCOc1ccc(C(=O)OC(C)CN2CCCCC2)cc1 (configuration not stated)
→ 0.1	-3	1	0	-2	6	3	1	-3	-3
COc1cc(C(=O)N2CCCCC2c2cc(C(=O)Nc3ccccc3Cl)no2)cc(OC)c1C (configuration not stated)
→ 0.6	5	5	2	-12	1	2	-5	-4	1
Cc1ccccc1-c1n[nH]nc1C1=CC(=O)CC(C)(C)C1
→ 0.5	-1	-5	-19	-19	13	9	7	-1	-6
CCCCOCCCNC(=O)Cc1cccs1
→ -0.5	1	11	-3	1	1	-7	-9	-3	0
COC(=O)c1ccccc1S(=O)(=O)N1CCC(C(=O)OC(C)C(=O)Nc2ccccc2OC)CC1 (configuration not stated)
→ 0.4	1	-1	2	-1	4	0	5	-1	3
N#Cc1cccc(NC(=O)CN2C(=O)NC(Cc3ccccc3)C2=O)c1 (configuration not stated)
→ -0.5	-6	1	-1	-5	-6	-4	0	-7	-1
CN(Cc1ccc(C(C)(C)C)cc1)C(=O)c1ccc2c(c1)OCO2
→ 1.4	-5	-4	4	1	5	-2	3	0	-19
CN(C)c1nc(C(=O)NN)nc(N(C)C)n1
→ -0.6	-3	-7	0	-6	11	7	-6	1	4
O=C(/C=C/c1ccc([N+](=O)[O-])o1)NNC(=O)c1ccc(F)cc1
→ -0.2	8	6	-5	1	7	0	5	7	8
C=C[C@@](C)(O)CC[C@@H]1[C@@]2(C)CCCC(C)(C)[C@@H]2CC[C@@]1(C)O
→ -0.5	-1	-4	1	3	-6	6	3	1	0
O=C(NCc1n[nH]c(=S)n1-c1cccc(Cl)c1)c1ccc(S(=O)(=O)N2CCCC2)cc1
→ -0.3	-2	4	1	2	3	-4	-2	-3	-4
N#Cc1ccccc1Cn1cc(/C=N/Nc2ccc([N+](=O)[O-])cn2)c2ccccc21
→ -0.2	0	-9	-2	-2	1	-7	2	-2	2
CCN(CC(=O)Nc1c(F)cccc1F)C(=O)c1ccc(S(=O)(=O)NCc2ccco2)cc1
→ 0.6	4	8	4	1	7	-2	-3	3	3
COc1cccc(C2C3=C(CCCC3=O)Nc3nc(-c4cc(OC)c(OC)c(OC)c4)nn32)c1 (configuration not stated)
→ 2.9	3	0	2	-6	-4	0	-2	-2	4
NC(=O)c1ccc(NC(=O)CN2CCN(S(=O)(=O)c3ccc4c(c3)OCCO4)CC2)cc1
→ 0.6	-9	-2	2	-18	2	-7	8	-2	13
Cc1ccc(C(=O)/C=C/Nc2ccccc2C(N)=O)o1
→ 3.5	-4	-11	-140	-339	0	1	-4	-107	-7
Cc1ccc(CNC(=O)COC(=O)CCOc2ccc(C)cc2)cc1
→ 0.3	0	15	-4	0	-5	1	-6	-3	-13
CCC(C)N(C(=O)COC(=O)CSc1ccc([N+](=O)[O-])cc1)C1CCS(=O)(=O)C1 (configuration not stated)
→ -0.7	-1	6	2	-8	-13	2	1	-2	-10
COc1ccc(/C=C2\SC(=O)N(CC(=O)Nc3cccc(C)c3)C2=O)cc1O
→ -1.3	4	5	-2	3	-1	-3	-11	-1	9
COc1c(C)cc(C(O)c2ncc(-c3ccccc3Cl)[nH]2)cc1C (configuration not stated)
→ -0.2	0	-6	-1	3	-3	-4	-4	0	-7
Cc1ccc(OCCC(=O)OCC(=O)Nc2ccc3c(c2)OCCO3)cc1
→ 0.1	-7	6	-2	-2	5	1	1	-1	0

# Reprinted from the part before: 2 entries; new compounds follow.
# Screens in order – KLK7 zymogen act	LEDGF integ inh	TDP2 absorb	PLCg1 inh	ADAM10 inh	ASAP1 inh	DDE Tn6 FP inh	Tn7 DDE FP	ADAM17 inh	ARFGAP1 inh
COc1c(C)cc(C(O)c2ncc(-c3ccccc3Cl)[nH]2)cc1C (configuration not stated)
→ -0.2	0	-6	-1	3	-3	-4	-4	0	-7
Cc1ccc(OCCC(=O)OCC(=O)Nc2ccc3c(c2)OCCO3)cc1
→ 0.1	-7	6	-2	-2	5	1	1	-1	0
OC(COc1cccc2ccccc12)CN1CCN(c2ccccn2)CC1 (configuration not stated)
→ 0.2	-2	5	5	4	12	-4	-5	1	-7
Cc1cc(C)n2c(=O)c3ccc(Cl)cc3nc2c1C#N
→ 1.9	1	-8	-212	-20	3	7	0	-5	-3
Nc1ccc2c(c1)C(=O)c1ccccc1C2=O
→ -0.3	0	-10	-6	5	14	-12	2	-2	-9
CCn1ncc(CNC(=O)CCCSc2nc(-c3ccco3)cc(C(F)(F)F)n2)c1C
→ 0.5	1	0	-3	0	-6	4	9	0	2
O=C(NCCc1cccnc1)C1CCC(=O)N(CCc2cccc(F)c2)C1 (configuration not stated)
→ -0.7	-1	13	-2	0	-2	3	-3	-4	-15
CCOc1ccc2oc(C(=O)OCC(=O)NCC3CCCO3)c(C)c2c1 (configuration not stated)
→ -1.4	-1	-14	-167	-283	-1	3	-3	-97	1
COc1cccc(NC(=O)n2nc(N)cc2-c2ccc(Cl)cc2)c1
→ -1.8	-3	-8	-14	-10	-5	-10	-4	-1	13
Cc1cc(C(=O)Nc2ccc(C(=O)O)cc2)c(C)o1
→ 0.2	3	10	-1	2	-1	3	-3	0	7
COc1ccc(NC(=O)c2cc(S(=O)(=O)NCC3COc4ccccc4O3)ccc2F)cc1 (configuration not stated)
→ 0.4	1	-3	2	12	-5	-5	5	6	-2
Cc1cc(S(=O)(=O)N2CCCC2C(=O)N2CCOCC2)c(C)cc1Cl (configuration not stated)
→ 0.0	-2	13	0	7	14	-2	-6	-1	11
CS(=O)(=O)c1ccc2nc(NC(=O)c3ccccc3)sc2c1
→ 0.2	0	9	-7	0	-4	0	0	-1	9
O=[N+]([O-])c1ccc(Cl)c(S(=O)(=O)Nc2cccc(-c3ccc(N4CCOCC4)nn3)c2)c1
→ 0.5	-1	7	0	-4	-7	-5	4	0	-5
Cn1nnnc1SCSc1nnnn1C
→ -0.7	-1	3	0	1	-4	0	-5	0	-1
Cc1ccccc1N1C(S)=C(C#N)C(=O)NC1c1ccco1 (configuration not stated)
→ 0.0	-4	-10	-7	-9	8	4	-2	-2	1
CCCn1c(SCc2cc(=O)[nH]c3ccccc23)nc2c1c(=O)n(C)c(=O)n2C
→ -0.7	0	0	-1	-10	4	3	2	-4	7
CC(=O)c1cccc(NC(=O)CCS(=O)(=O)c2cccc3nonc23)c1
→ 0.4	-2	0	-1	-2	-10	-2	4	-3	4
CC(=O)c1ccc(NC(=O)C2CCCN(C(=O)c3ccc(Cl)cc3)C2)cc1 (configuration not stated)
→ 0.1	0	7	1	-1	1	-8	-1	-1	-12
CCC(C)(C)NC(=O)c1cc(OC)c(OC)cc1[N+](=O)[O-]
→ -0.1	1	-3	2	4	2	1	6	2	-3
